Compound activity from PubChem.
OXTR ag: activates the human oxytocin receptor; P30559; CHO-OTR cells, Fluo-8 calcium fluorescence; normalized: DMSO 0%, oxytocin 100%; activation, % at 3 µM; actives 0.32% (n = 320,000);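 active means activation above the mean of all tested compounds plus 3 SD, cutoff set per screening run, cut at about 20% in these data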;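 further: peak over basal fluorescence ratio from a 100 s FLIPR kinetic read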
MEKK2 WT-MEK5: raises or lowers MEK5 binding to wildtype human MEKK2 PB1 domain. bead flow cytometry, Alexa488-MEK5 binding to MEKK2 WT; actives lie on both sides. binding response (% of control), % at 10 µM. actives 1.1% (n = 290,000). AID 1531; in the data active means binding response below about 67% or above about 130%
GPR7 antagonist: blocks human GPR7 receptor signaling. P48145. GPR7-expressing cells, fluorescence antagonist assay. inhibition, % at 4.4 µM. actives 1.1% (n = 290,000). AID 1861; in the data active means inhibition above about 16%, passing the limit was not always enough;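 further: cells stimulated with the agonist NPW; 0% = agonist with vehicle and 100% = vehicle without agonist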
Target sequence (P48145 whole entry, looked up): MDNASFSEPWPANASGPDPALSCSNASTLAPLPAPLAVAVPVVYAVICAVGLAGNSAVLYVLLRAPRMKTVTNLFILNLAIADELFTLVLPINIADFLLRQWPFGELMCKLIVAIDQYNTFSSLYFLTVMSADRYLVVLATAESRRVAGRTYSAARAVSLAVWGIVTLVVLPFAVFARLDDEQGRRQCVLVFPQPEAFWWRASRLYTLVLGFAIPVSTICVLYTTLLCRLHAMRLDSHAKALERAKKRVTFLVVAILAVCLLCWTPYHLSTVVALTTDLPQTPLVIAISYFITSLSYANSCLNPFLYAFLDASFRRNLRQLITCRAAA
NALP1 yeast inh: blocks the NALP1 inflammasome reconstituted in yeast; S. cerevisiae NALP1/ASC/caspase-1 growth, X-gal OD620, 72 h; inhibition, % at 10 µM; actives 0.61% (n = 280,000); in the data active means inhibition mostly above about 24%, no sharp cut-off; inactive means mostly below about 32%; further: some compounds called inactive have numbers as strong as hits
OXTR potentiator: potentiators of human oxytocin receptor. actives 0.061% (n = 320,000). AID 2445. CHO-OTR cells, Fluo-8 calcium fluorescence, potentiator mode; 0% = oxytocin EC15, 100% = EC100. activation, % at 3 µM;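 active means activation above that plate's cutoff, the mean activation of tested compounds plus 3 SD, cut at about 6.6% in these data, passing the limit was not always enough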;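 further: 100% uses oxytocin at 75 nM as the full agonist control; some results filed as inactive read as strong as hits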
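test system = CHO-OTR cells, human receptor | compound = single-point 3.0 µM | schedule = 6 min compound pre-incubation at room temperature, 100 s kinetic read | signal = Fluo-8 no-wash calcium dye fluorescence, excitation 470-495 nm, emission 515-575 nm | repeats = single well per compound, singlicate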
M18AAP inhibitor: PfM18AAP enzyme inhibition; recombinant PfM18AAP, H-Glu-NHMec fluorogenic cleavage; inhibition, % at 7.35 µM; actives 1.2% (n = 290,000);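 active means inhibition above the campaign mean inhibition over all tested compounds plus 3 SD, cut at about 28% in these data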;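 further: 0% = plate median of test compound wells and 100% = 2 mM ZnCl2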
V1aR counter: V1a receptor agonism, counter-screen for OXTR agonists; P37288; CHO-V1R cells, Fluo-8 calcium fluorescence, agonist mode; 0% DMSO, 100% 3 nM vasopressin; activation, % at 3 µM; actives 0.25% (n = 320,000);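 active means activation above the mean activation of all tested compounds plus 3 SD, per screening run, cut at about 20% in these data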;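 further: signal is peak over basal fluorescence ratio across a 100 second FLIPR read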
Target sequence (P37288 whole entry, looked up): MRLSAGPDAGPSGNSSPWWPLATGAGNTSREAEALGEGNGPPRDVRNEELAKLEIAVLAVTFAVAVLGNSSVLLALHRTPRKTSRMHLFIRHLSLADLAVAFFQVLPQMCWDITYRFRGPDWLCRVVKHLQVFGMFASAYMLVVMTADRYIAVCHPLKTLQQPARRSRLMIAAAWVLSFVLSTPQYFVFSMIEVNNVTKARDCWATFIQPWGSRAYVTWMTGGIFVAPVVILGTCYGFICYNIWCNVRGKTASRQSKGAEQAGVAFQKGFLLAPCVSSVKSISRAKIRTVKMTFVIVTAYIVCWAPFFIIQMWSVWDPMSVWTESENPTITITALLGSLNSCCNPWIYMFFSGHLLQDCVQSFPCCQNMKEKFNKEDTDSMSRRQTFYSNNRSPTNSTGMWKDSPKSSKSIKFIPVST
MEKK2mut PB1 HTS: signal of MEK5 binding to mutant human MEKK2 PB1 domain | bead flow cytometry, Alexa488-MEK5 binding to MEKK2 mutant | percent response, % at 10 µM | actives 0.35% (n = 290,000) | AID 1530; in the data active means percent response above about 24%, passing the limit was not always enough; further: inactives centre near 1; some results filed as inactive read as strong as hits; reference of the scale not given here
GalR3 antagonist: antagonists of human GalR3 | HEK293 GalR3-CNG cAMP membrane potential fluorescence; galR3 body fused to GalR1 C-terminus | O60755 | inhibition, % at 3 µM | actives 0.44% (n = 360,000);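 active means inhibition above the screen-wide average plus 3 SD, cut at about 13% in these data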;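 further: forskolin and galanin both at EC90 stimulate the cells; cAMP rise reported by CNG channel membrane potential dye signal; 0% = forskolin plus galanin with DMSO and 100% = forskolin alone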
Target sequence (O60755 1-299 limits assumed): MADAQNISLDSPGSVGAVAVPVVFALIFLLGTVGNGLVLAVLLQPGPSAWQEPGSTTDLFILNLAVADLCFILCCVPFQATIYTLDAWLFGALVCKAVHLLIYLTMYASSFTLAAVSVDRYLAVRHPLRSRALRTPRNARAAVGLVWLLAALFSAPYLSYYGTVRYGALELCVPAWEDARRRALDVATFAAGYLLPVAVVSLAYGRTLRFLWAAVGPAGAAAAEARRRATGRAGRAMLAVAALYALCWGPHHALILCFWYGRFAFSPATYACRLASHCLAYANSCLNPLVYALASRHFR
Numbers without * were called inactive. This is a random part of the collection; overall some 4.1% were active at least once.

Results for CC(C)CN(C(=O)C1COc2ccccc2O1)c1c(N)n(CC(C)C)c(=O)[nH]c1=O (configuration not stated) ?
OXTR ag: -0.7; OXTR potentiator: -4; V1aR counter: 0.0; GalR3 antagonist: -5

What do the screens show for `COC(=O)C1C(O)=C(C=NCc2ccccc2)C(=O)CC1(C)C` (configuration not stated)?
OXTR ag: -0.5; MEKK2 WT-MEK5: 95; GPR7 antagonist: -2; NALP1 yeast inh: 10; OXTR potentiator: -7; M18AAP inhibitor: -2; V1aR counter: 4.0; MEKK2mut PB1 HTS: 1; GalR3 antagonist: -4

What do the screens show for `CCN(CC)S(=O)(=O)c1ccc2c(c1)nc(SCC(N)=O)n2-c1ccc(OC)cc1`?
OXTR ag: 1.1; MEKK2 WT-MEK5: 98; GPR7 antagonist: 4; NALP1 yeast inh: 12; OXTR potentiator: -13; M18AAP inhibitor: -15; V1aR counter: 1.5; MEKK2mut PB1 HTS: -4; GalR3 antagonist: -2

How did Cc1nc2ccccc2nc(C)c1=NOCc1cccc(Cl)c1 do in these assays?
OXTR ag: -0.9; MEKK2 WT-MEK5: 97; GPR7 antagonist: -18; NALP1 yeast inh: 5; OXTR potentiator: -4; M18AAP inhibitor: 2; V1aR counter: 0.9; MEKK2mut PB1 HTS: -2; GalR3 antagonist: -4

How did Cc1onc(-c2ccccc2)c1C(=O)N/N=C/c1cn(C)c2ccccc12 do in these assays?
OXTR ag: 4.2; MEKK2 WT-MEK5: 99; GPR7 antagonist: -3; NALP1 yeast inh: -13; OXTR potentiator: -7; M18AAP inhibitor: -4; V1aR counter: 2.0; MEKK2mut PB1 HTS: -6; GalR3 antagonist: 2

Results for COc1cc(-c2noc(C)c2C(=O)NCCc2cccs2)cc(OC)c1OC ?
OXTR ag: 1.2; OXTR potentiator: -1; V1aR counter: -0.5; GalR3 antagonist: -3

What do the screens show for `Cn1c(=O)c2c(nc(Cl)n2CCOc2ccccc2)n(C)c1=O`?
OXTR ag: 0.6; MEKK2 WT-MEK5: 98; GPR7 antagonist: -10; NALP1 yeast inh: 20; OXTR potentiator: -9; M18AAP inhibitor: -14; V1aR counter: 4.3; MEKK2mut PB1 HTS: -4; GalR3 antagonist: -2

How did CC(C)CC(=O)Nc1ccc(C(=O)COc2ccc(-c3nnco3)cc2)cc1 do in these assays?
OXTR ag: 0.5; MEKK2 WT-MEK5: 99; GPR7 antagonist: -4; NALP1 yeast inh: 12; OXTR potentiator: -10; M18AAP inhibitor: 2; V1aR counter: 1.2; MEKK2mut PB1 HTS: -1; GalR3 antagonist: -2

What do the screens show for `CCOC(=O)C1CCCN(C(=O)c2ccc(Cl)cc2)C1` (configuration not stated)?
OXTR ag: -0.6; MEKK2 WT-MEK5: 94; GPR7 antagonist: -7; NALP1 yeast inh: 3; OXTR potentiator: -1; M18AAP inhibitor: -2; V1aR counter: -0.7; MEKK2mut PB1 HTS: -3; GalR3 antagonist: -2

Results for O=[N+]([O-])c1ccc2nc(-c3ccccc3[N+](=O)[O-])[nH]c2c1 ?
OXTR ag: 0.6; MEKK2 WT-MEK5: 94; GPR7 antagonist: 25*; NALP1 yeast inh: -6; OXTR potentiator: -13; M18AAP inhibitor: 4; V1aR counter: 3.1; MEKK2mut PB1 HTS: -10; GalR3 antagonist: -2

How did N#Cc1ccc(/C=C\c2nccc3c2[nH]c2ccccc23)cc1 do in these assays?
OXTR ag: -2.1; MEKK2 WT-MEK5: 102; GPR7 antagonist: -10; NALP1 yeast inh: -2; OXTR potentiator: -16; M18AAP inhibitor: 3; V1aR counter: -1.0; MEKK2mut PB1 HTS: 2; GalR3 antagonist: -4

How did C=CCOC(=O)C1=C(C)Nc2nnnn2C1c1cccc(OC)c1OC (configuration not stated) do in these assays?
OXTR ag: 4.8; MEKK2 WT-MEK5: 99; GPR7 antagonist: -2; NALP1 yeast inh: 4; OXTR potentiator: -2; M18AAP inhibitor: 4; V1aR counter: 3.2; MEKK2mut PB1 HTS: -1; GalR3 antagonist: -7

How did CC(/C=C1\NC(=S)NC1=O)=C\c1ccccc1 do in these assays?
OXTR ag: 2.4; MEKK2 WT-MEK5: 99; GPR7 antagonist: 8; NALP1 yeast inh: 10; OXTR potentiator: -7; M18AAP inhibitor: 3; V1aR counter: -0.1; MEKK2mut PB1 HTS: 2; GalR3 antagonist: -10

What do the screens show for `COc1ccc(C(=O)Nc2ccccc2Cc2ccccc2)c(OC)c1`?
OXTR ag: 1.0; MEKK2 WT-MEK5: 111; GPR7 antagonist: 3; NALP1 yeast inh: 32; OXTR potentiator: 1; M18AAP inhibitor: -1; V1aR counter: 0.7; MEKK2mut PB1 HTS: 11; GalR3 antagonist: -2

How did Cc1c(C(=O)N/N=C/c2ccccc2)sc(=S)n1C do in these assays?
OXTR ag: -0.6; MEKK2 WT-MEK5: 103; GPR7 antagonist: 1; NALP1 yeast inh: -7; OXTR potentiator: -24; M18AAP inhibitor: 13; V1aR counter: -1.0; MEKK2mut PB1 HTS: 4; GalR3 antagonist: 2

Results for CCn1c(=O)cc(SCC(=O)Nc2ccc3c(c2)OCO3)c2ccccc21 ?
OXTR ag: -0.3; MEKK2 WT-MEK5: 103; GPR7 antagonist: -5; OXTR potentiator: 2; M18AAP inhibitor: -5; V1aR counter: -0.2; MEKK2mut PB1 HTS: 6

How did CSc1nsc(/C=C/Nc2ccc(O)cc2C)c1C#N do in these assays?
OXTR ag: 0.7; MEKK2 WT-MEK5: 105; GPR7 antagonist: -7; NALP1 yeast inh: -1; OXTR potentiator: -2; M18AAP inhibitor: 6; V1aR counter: 0.3; MEKK2mut PB1 HTS: -1; GalR3 antagonist: -4

How did O=C(NCc1cccc(Cl)c1)c1ccc2ccccc2n1 do in these assays?
OXTR ag: -1.1; MEKK2 WT-MEK5: 102; GPR7 antagonist: 1; NALP1 yeast inh: 8; OXTR potentiator: -6; M18AAP inhibitor: -2; V1aR counter: -1.3; MEKK2mut PB1 HTS: 1; GalR3 antagonist: -10

Results for CCOC(=O)c1ccc(NC(=S)N(CCCN2CCCC(C)C2)Cc2ccco2)cc1 (configuration not stated) ?
OXTR ag: 1.0; MEKK2 WT-MEK5: 98; GPR7 antagonist: -3; NALP1 yeast inh: 7; OXTR potentiator: -4; M18AAP inhibitor: 7; V1aR counter: 1.4; MEKK2mut PB1 HTS: -2; GalR3 antagonist: 0

What do the screens show for `CCc1cc(=O)oc2cc(C)cc(OCC(C)=O)c12`?
OXTR ag: -0.6; MEKK2 WT-MEK5: 101; GPR7 antagonist: -9; NALP1 yeast inh: 5; OXTR potentiator: -9; M18AAP inhibitor: -2; V1aR counter: 4.7; MEKK2mut PB1 HTS: 7; GalR3 antagonist: -2

Results for COc1ccc(CCNC(=O)COC(=O)c2ccc(Br)o2)cc1OC ?
OXTR ag: 0.7; MEKK2 WT-MEK5: 100; GPR7 antagonist: 29*; NALP1 yeast inh: -11; OXTR potentiator: -1; M18AAP inhibitor: -10; V1aR counter: 0.9; MEKK2mut PB1 HTS: 0; GalR3 antagonist: -5

Results for Cc1cc(NC(=O)CS(=O)(=O)c2cn(C)c3ccccc23)no1 ?
OXTR ag: -1.6; MEKK2 WT-MEK5: 106; GPR7 antagonist: -4; NALP1 yeast inh: 23; OXTR potentiator: -2; M18AAP inhibitor: 0; V1aR counter: -0.1; MEKK2mut PB1 HTS: 10

Results for O=C(CSc1nc2c(sc3ccccc32)c(=O)n1CCCN1CCCC1)NCc1ccco1 ?
OXTR ag: -1.1; MEKK2 WT-MEK5: 121; GPR7 antagonist: -18; NALP1 yeast inh: 4; OXTR potentiator: -6; M18AAP inhibitor: 8; V1aR counter: -1.2; MEKK2mut PB1 HTS: -10; GalR3 antagonist: -6

What do the screens show for `Cc1cccc(Oc2ncc(-c3ccc(Cl)cc3)cn2)c1`?
OXTR ag: -0.3; GPR7 antagonist: 4; NALP1 yeast inh: 0; OXTR potentiator: 2; M18AAP inhibitor: -2; V1aR counter: 0.1; GalR3 antagonist: -3

What do the screens show for `C/C(=N\NC(=O)Cn1cc([N+](=O)[O-])cn1)c1ccc(O)cc1`?
OXTR ag: 0.9; MEKK2 WT-MEK5: 103; GPR7 antagonist: -19; OXTR potentiator: 4; M18AAP inhibitor: 1; V1aR counter: -0.2; MEKK2mut PB1 HTS: 5; GalR3 antagonist: -1

Results for CCOc1ccc(C(=O)OCn2nnc3ccccc3c2=O)cc1OC ?
OXTR ag: 0.1; MEKK2 WT-MEK5: 100; GPR7 antagonist: -8; NALP1 yeast inh: -6; OXTR potentiator: 0; M18AAP inhibitor: 1; V1aR counter: 0.4; MEKK2mut PB1 HTS: 6; GalR3 antagonist: -3

What do the screens show for `Cc1ccc(OCc2nnc(SCC(=O)Nc3ccc4c(c3)OCO4)n2C)cc1`?
OXTR ag: -2.4; MEKK2 WT-MEK5: 96; GPR7 antagonist: -14; NALP1 yeast inh: 17; OXTR potentiator: -9; M18AAP inhibitor: -7; V1aR counter: 0.1; MEKK2mut PB1 HTS: -1; GalR3 antagonist: -3

How did CN1CCN(S(=O)(=O)c2ccc(N3CCN(c4ccc(O)cc4)CC3)c([N+](=O)[O-])c2)CC1 do in these assays?
OXTR ag: 5.9; OXTR potentiator: -12; V1aR counter: 3.0; GalR3 antagonist: -1

How did Cc1ccc(Oc2nc3ccccn3c(=O)c2/C=C(\C#N)C(=O)NC2CCS(=O)(=O)C2)cc1 (configuration not stated) do in these assays?
OXTR ag: -1.1; MEKK2 WT-MEK5: 102; GPR7 antagonist: -14; OXTR potentiator: -11; M18AAP inhibitor: 7; V1aR counter: 2.0; MEKK2mut PB1 HTS: 6; GalR3 antagonist: -1

Results for O=C(CCN1C(=O)CSc2ccccc21)Nc1ccc(C(F)(F)F)cc1 ?
OXTR ag: -0.5; OXTR potentiator: -5; V1aR counter: 4.1; GalR3 antagonist: -1

Results for Fc1ccc(-c2csc3ncnc(Nc4ccc(N5CCOCC5)cc4)c23)cc1 ?
OXTR ag: -3.0; MEKK2 WT-MEK5: 96; GPR7 antagonist: 5; NALP1 yeast inh: 4; OXTR potentiator: 2; M18AAP inhibitor: -16; V1aR counter: -0.8; MEKK2mut PB1 HTS: 1; GalR3 antagonist: -3

Ordered by molecular weight (highest first): part of the list above
How did CN1CCN(S(=O)(=O)c2ccc(N3CCN(c4ccc(O)cc4)CC3)c([N+](=O)[O-])c2)CC1 do in these assays?
OXTR ag: 5.9; OXTR potentiator: -12; V1aR counter: 3.0; GalR3 antagonist: -1

Results for CCn1c(=O)cc(SCC(=O)Nc2ccc3c(c2)OCO3)c2ccccc21 ?
OXTR ag: -0.3; MEKK2 WT-MEK5: 103; GPR7 antagonist: -5; OXTR potentiator: 2; M18AAP inhibitor: -5; V1aR counter: -0.2; MEKK2mut PB1 HTS: 6

What do the screens show for `C/C(=N\NC(=O)Cn1cc([N+](=O)[O-])cn1)c1ccc(O)cc1`?
OXTR ag: 0.9; MEKK2 WT-MEK5: 103; GPR7 antagonist: -19; OXTR potentiator: 4; M18AAP inhibitor: 1; V1aR counter: -0.2; MEKK2mut PB1 HTS: 5; GalR3 antagonist: -1
